DUSP3 inh – inhibitors of human VHR1 phosphatase (DUSP3); AID 1654; 290,000 compounds, 0.52% hits; inhibition, % at 13.3 µM; recombinant VHR phosphatase, pNPP absorbance; in the data active = inhibition above about 50%; also: some compounds called inactive have numbers as strong as hits
Target sequence (P51452 whole entry, looked up): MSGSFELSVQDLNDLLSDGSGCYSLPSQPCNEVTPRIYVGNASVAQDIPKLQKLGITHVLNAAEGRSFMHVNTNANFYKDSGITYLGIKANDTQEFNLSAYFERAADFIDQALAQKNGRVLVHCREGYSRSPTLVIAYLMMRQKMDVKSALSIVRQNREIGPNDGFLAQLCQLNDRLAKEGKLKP
BH1578 lux ind – inducers of Vibrio cholerae quorum light production without autoinducers | V. cholerae BH1578 lux reporter, luminescence, 6 h | activation, % at 18.7 µM | 350,000 compounds, 0.16% hits | AID 588436; in the data active = activation mostly above about 9.7%, no sharp cut-off; also: not every result past the cut was called active; inactives centre near 0; reference of the scale not given here
MazF activator – MazEF (E. coli) toxin RNase activation; P0AE70; FAM/BHQ RNA-DNA oligo cleavage fluorescence, 5 h; 350,000 compounds, 0.32% hits; activation, % at 20 µM; in the data active = activation above about 50%
Target sequence (P0AE70 whole entry, looked up): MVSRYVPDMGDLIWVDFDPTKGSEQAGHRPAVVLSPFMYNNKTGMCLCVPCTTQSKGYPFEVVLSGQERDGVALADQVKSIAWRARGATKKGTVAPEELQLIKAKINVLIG
Rv3671c inh – inhibits the M. tuberculosis serine protease Rv3671c. AID 2606. 320,000 compounds, 0.048% hits. inhibition, % at 5.96 µM; in the data active = inhibition above about 38%;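 also: extracellular domain of Rv3671c used as enzyme; 0% = enzyme with DMSO and 100% = no enzyme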
Target sequence (P9WHR9 whole entry, looked up, the tested form may be a part): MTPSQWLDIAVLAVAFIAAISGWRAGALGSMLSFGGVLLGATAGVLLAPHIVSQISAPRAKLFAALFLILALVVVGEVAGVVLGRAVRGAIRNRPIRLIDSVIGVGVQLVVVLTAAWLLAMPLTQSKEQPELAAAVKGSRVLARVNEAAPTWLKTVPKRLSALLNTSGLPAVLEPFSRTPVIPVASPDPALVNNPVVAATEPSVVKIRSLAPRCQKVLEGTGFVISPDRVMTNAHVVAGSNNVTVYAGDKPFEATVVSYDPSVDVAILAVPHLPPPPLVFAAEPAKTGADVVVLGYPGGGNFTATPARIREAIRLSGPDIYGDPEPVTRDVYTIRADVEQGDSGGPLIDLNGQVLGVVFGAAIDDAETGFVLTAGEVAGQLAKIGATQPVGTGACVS
Y pestis TopoI – Y. pestis Topo-I inhibition via cleavage products. Y. pestis Topo-I cleavage product accumulation, plate reader. activity, % at 10 µM. 360,000 compounds, 0.064% hits; in the data active = activity above about 50%, passing the limit was not always enough; also: inactives centre near 2
3CLpro inhibitor – SARS-CoV 3CLpro protease inhibition. recombinant SARS-CoV 3CLpro, quenched FRET peptide cleavage. inhibition, % at 6 µM. 290,000 compounds, 0.14% hits; in the data active = inhibition above about 12%
TcdB GH inh – blocks C. difficile toxin B glycohydrolase activity; P18177; TcdB glycohydrolase enzymatic assay, plate reader; inhibition, % at 9.99 µM; 350,000 compounds, 0.24% hits; in the data active = inhibition above about 10%
CCHF vOTU inh – blocks the CCHF virus ovarian tumor domain protease. inhibition, % at 11.5 µM. CCHFV vOTU protease, Pep-AMC fluorescence. AID 651958. 370,000 compounds, 0.55% hits; in the data active = inhibition above about 30%; also: 0% = vehicle wells with enzyme and 100% = no enzyme wells
SSB-PriA inh – blocks PriA binding to SSB C-terminal tail. 430,000 compounds, 0.6% hits. inhibition, % at 33 µM. AlphaScreen SSBct-PriA binding, biotinylated peptide; in the data active = inhibition mostly above about 37%, no sharp cut-off; inactive = mostly below about 20%;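 also: plate controls were negative control peptide for no effect and reference peptide for full effect; strong numbers were not always called active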
PrPC surface inh – cell surface PrPC inhibition, primary TR-FRET screen. TR-FRET read-out. inhibition, % at 13.8 µM. 370,000 compounds, 0.43% hits. AID 720596; in the data active = inhibition above about 24%; also: 0% = median of the test wells and 100% = reference compound wells
Active calls of the source: *; i = inactive; · = not tested or not shown. These rows are one share of the data, so the mix of outcomes need not match the whole.

SMILES | DUSP3 inh | BH1578 lux ind | MazF activator | Rv3671c inh | Y pestis TopoI | 3CLpro inhibitor | TcdB GH inh | CCHF vOTU inh | SSB-PriA inh | PrPC surface inh
CCOC(=O)N1CCC(c2cc(=O)n3[nH]c(-c4ccccc4)cc3n2)CC1 | 15 | -0.2 | 6 | -2 | 2 | 0 | 24* | -3 | 7 | -1
COC(=O)c1ccc2c(=O)n(NC(=O)C(c3ccccc3)c3ccccc3)c(=S)[nH]c2c1 | 2 | -0.2 | -6 | -16 | 9 | 2 | · | -11 | -15 | -5
O=C(NCCCN1CCCC1=O)c1ccc(CNS(=O)(=O)c2ccc(F)cc2)cc1 | 17 | · | -2 | 4 | 1 | 3 | · | 17 | 1 | 3
COc1cc(OC)cc(C(=O)NCc2cc(C)nc3ccccc23)c1 | -8 | i | 6 | -5 | -7 | 3 | 0.8 | -8 | 1 | -2
COc1ccc(/C=C/c2c([N+](=O)[O-])c(=O)n(C)c(=O)n2C)c(OC)c1OC | 1 | 0.0 | 2 | 0 | 4 | -2 | 1.4 | 2 | -13 | 7
CCOC(=O)C1=C(C)N2C(=C(C#N)[C@@H]1c1ccc(C(=O)OC)cc1)SC[C@@]2(O)C(C)(C)C | 7 | -0.6 | 4 | -20 | 19 | 2 | · | 6 | -8 | 1
COc1cc2c(cc1OC)C(C)N(C(=O)c1nccnc1C(=O)O)CC2 (stereo not given) | -24 | i | 14 | 12 | -3 | 3 | 0.6 | -9 | 1 | -2
COC(=O)C1C2C=CC3(CN(C4CCCC4)C(=O)C13)O2 (stereo not given) | -5 | i | -1 | 12 | 2 | -1 | · | -5 | -8 | -6
Cn1c(NCc2ccc(Cl)cc2)nc2ccccc21 | 16 | i | 2 | -4 | -6 | -1 | 0.4 | 12 | -13 | 2
COc1ccc(C(C)(NC(C)=O)c2nc(-c3cccnc3)cs2)cc1 (stereo not given) | · | 0.1 | · | · | -3 | · | 1.2 | 3 | · | -9
Cc1ccccc1NC(=O)CN1C(=O)S/C(=C\c2ccc(-c3cc(C(=O)O)ccc3C)o2)C1=O | 71 | -0.5 | -50 | · | 1 | -2 | 0.7 | -10 | -2 | -5
CC(C)CCN(C)C1CCN(S(=O)(=O)c2ccc(F)cc2)CC1 | 7 | 0.0 | 1 | -2 | -3 | -8 | 0.2 | -5 | 3 | -5
Cc1ccc(C)c(CN2C(=O)CSc3ccc(C(=O)NCC(C)CN4CCC(C)CC4)cc32)c1 (stereo not given) | 7 | -0.2 | 27 | 9 | 16 | -1 | 0.4 | 11 | 1 | -7
Cn1nnnc1SCC(=O)Nc1cccc(S(=O)(=O)N2CCCC2)c1 | 9 | i | 1 | 2 | -9 | 3 | 0.3 | -15 | -16 | 10
NC(N)=NS(=O)(=O)c1ccc(NC(=S)Nc2ccc(F)cc2)cc1 | 14 | i | 6 | -10 | -6 | -8 | 1.9 | -8 | -6 | 3
CN(C)Cc1ccccc1Sc1ccccc1Br | -7 | -0.3 | 2 | 3 | 3 | -5 | · | -13 | -6 | 4
Cn1c(C(=O)NCc2ccc3c(c2)OCO3)cc2sccc21 | -17 | 0.6 | 4 | -13 | -4 | -1 | · | -8 | 13 | 0
COc1cccc(CNC(=O)C2CCCN(c3cnccn3)C2)c1 (stereo not given) | -41 | -0.5 | -9 | -1 | -2 | -1 | 5.5 | 2 | 2 | 5
C=CCN1C(=O)N(c2ccccc2)C(=O)C1CC(=O)Nc1ccc(OC)cc1 (stereo not given) | 10 | i | -2 | 7 | 3 | -2 | 1.8 | 12 | -16 | 8
CN(c1ccccc1)S(=O)(=O)c1cc(C(=O)OCC(=O)c2c(N)n(C)c(=O)n(C)c2=O)ccc1Cl | · | i | -18 | · | 15 | · | 0.6 | -2 | -13 | -7
COc1ccc(C(=O)Nc2ccc(S(=O)(=O)N3CCN(C)CC3)cc2)cc1[N+](=O)[O-] | 11 | -0.4 | 5 | -4 | -6 | -1 | 0.9 | -9 | 2 | -25
Cc1nn(-c2ccccc2)c(C)c1N | -12 | -0.3 | -3 | -4 | 3 | 8 | 0.5 | 8 | 15 | 8
COc1ccccc1CNC(=O)C1CCCN(S(=O)(=O)c2cnc[nH]2)C1 (stereo not given) | 15 | -0.2 | 8 | -6 | 3 | -3 | 0.8 | 2 | -8 | -4
CCCn1c(N)c(N(CCOC)C(=O)c2ccc(-c3ccccc3)cc2)c(=O)[nH]c1=O | · | i | 2 | 1 | 9 | · | -0.1 | 4 | -3 | 6
Cc1noc(C)c1S(=O)(=O)N(CC(=O)NCc1ccc(F)cc1)c1ccc(C(C)C)cc1 | -1 | i | 4 | 5 | 2 | -1 | 1.6 | 8 | 3 | 0
COc1cc(C2CC(=O)Oc3cc(C)cc(C)c32)cc(OC)c1OC (stereo not given) | · | i | 3 | · | -1 | · | 0.7 | 8 | -6 | 4
CCOC(=O)c1c(NC(=O)CSc2nc3ccccc3[nH]2)sc2c1CC(C)(C)NC2(C)C | · | -0.8 | 11 | 1 | -6 | · | 1.8 | 18 | -2 | -18
CC1=Nc2ccccc2/C1=C/c1c(N)n2c(S(=O)(=O)CC(C)C)nsc2nc1=O | 16 | -0.4 | -6 | · | 1 | 3 | -2.5 | 3 | · | -8

Compound profiles (already shown).
Entry for `Cn1c(C(=O)NCc2ccc3c(c2)OCO3)cc2sccc21` → DUSP3 inh: -17; BH1578 lux ind: 0.6; MazF activator: 4; Rv3671c inh: -13; Y pestis TopoI: -4; 3CLpro inhibitor: -1; TcdB GH inh: ·; CCHF vOTU inh: -8; SSB-PriA inh: 13; PrPC surface inh: 0
Entry for `Cc1nn(-c2ccccc2)c(C)c1N` → DUSP3 inh: -12; BH1578 lux ind: -0.3; MazF activator: -3; Rv3671c inh: -4; Y pestis TopoI: 3; 3CLpro inhibitor: 8; TcdB GH inh: 0.5; CCHF vOTU inh: 8; SSB-PriA inh: 15; PrPC surface inh: 8

11 consecutive entries already listed, for reference:
SMILES | DUSP3 inh | BH1578 lux ind | MazF activator | Rv3671c inh | Y pestis TopoI | 3CLpro inhibitor | TcdB GH inh | CCHF vOTU inh | SSB-PriA inh | PrPC surface inh
COc1cc2c(cc1OC)C(C)N(C(=O)c1nccnc1C(=O)O)CC2 (stereo not given) | -24 | i | 14 | 12 | -3 | 3 | 0.6 | -9 | 1 | -2
COC(=O)C1C2C=CC3(CN(C4CCCC4)C(=O)C13)O2 (stereo not given) | -5 | i | -1 | 12 | 2 | -1 | · | -5 | -8 | -6
Cn1c(NCc2ccc(Cl)cc2)nc2ccccc21 | 16 | i | 2 | -4 | -6 | -1 | 0.4 | 12 | -13 | 2
COc1ccc(C(C)(NC(C)=O)c2nc(-c3cccnc3)cs2)cc1 (stereo not given) | · | 0.1 | · | · | -3 | · | 1.2 | 3 | · | -9
Cc1ccccc1NC(=O)CN1C(=O)S/C(=C\c2ccc(-c3cc(C(=O)O)ccc3C)o2)C1=O | 71 | -0.5 | -50 | · | 1 | -2 | 0.7 | -10 | -2 | -5
CC(C)CCN(C)C1CCN(S(=O)(=O)c2ccc(F)cc2)CC1 | 7 | 0.0 | 1 | -2 | -3 | -8 | 0.2 | -5 | 3 | -5
Cc1ccc(C)c(CN2C(=O)CSc3ccc(C(=O)NCC(C)CN4CCC(C)CC4)cc32)c1 (stereo not given) | 7 | -0.2 | 27 | 9 | 16 | -1 | 0.4 | 11 | 1 | -7
Cn1nnnc1SCC(=O)Nc1cccc(S(=O)(=O)N2CCCC2)c1 | 9 | i | 1 | 2 | -9 | 3 | 0.3 | -15 | -16 | 10
NC(N)=NS(=O)(=O)c1ccc(NC(=S)Nc2ccc(F)cc2)cc1 | 14 | i | 6 | -10 | -6 | -8 | 1.9 | -8 | -6 | 3
CN(C)Cc1ccccc1Sc1ccccc1Br | -7 | -0.3 | 2 | 3 | 3 | -5 | · | -13 | -6 | 4
Cn1c(C(=O)NCc2ccc3c(c2)OCO3)cc2sccc21 | -17 | 0.6 | 4 | -13 | -4 | -1 | · | -8 | 13 | 0

Bioassay records deposited in PubChem BioAssay by several laboratories.
